GPR151 ag = human GPR151 activation; PathHunter beta-arrestin GPR151 cells, luminescence; actives 1% (n = 650,000); activation, % at 11.2 µM; Q8TDV0; in the data active = activation above about 4.9%;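 note: 0% = median of compound wells and 100% = cells with positive control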
Target sequence (Q8TDV0 whole entry, looked up): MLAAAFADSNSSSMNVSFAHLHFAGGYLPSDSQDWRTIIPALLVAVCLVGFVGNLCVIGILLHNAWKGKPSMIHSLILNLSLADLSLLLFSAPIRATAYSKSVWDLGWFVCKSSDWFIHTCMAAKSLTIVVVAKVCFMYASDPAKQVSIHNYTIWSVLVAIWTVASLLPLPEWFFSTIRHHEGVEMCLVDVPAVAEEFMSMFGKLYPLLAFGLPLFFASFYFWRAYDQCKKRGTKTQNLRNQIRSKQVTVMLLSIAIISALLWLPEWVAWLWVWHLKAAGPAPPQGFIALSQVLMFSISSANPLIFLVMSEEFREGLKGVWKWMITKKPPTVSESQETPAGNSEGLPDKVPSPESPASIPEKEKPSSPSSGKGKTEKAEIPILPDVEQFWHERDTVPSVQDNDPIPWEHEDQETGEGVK
FBW7 act = activators of human E3 ligase FBW7 | actives 0.13% (n = 650,000) | Q969H0 | normalized activity (activation), % at 26.1 µM | AID 1259310 | AlphaScreen FBW7–phospho-cyclin E peptide binding, activator screen; in the data active = normalized activity above about 1.9%;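 note: purified mutant Fbw7 with reduced substrate affinity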
TEAD-YAP inh = TEAD-YAP interaction inhibition. AID 1259422. HEK-TIYL cells, TEAD-Gal4/YAP UAS-luciferase luminescence. inhibition, % at 9.12 µM. actives 1.4% (n = 640,000); in the data active = inhibition above about 32%;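 note: 0% = median of test compound wells and 100% = reference inhibitor wells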
MITF primary = blocks human microphthalmia-associated transcription factor | inhibition, % at 2.6 µM | actives 0.91% (n = 650,000) | AID 1259374 | AlphaScreen MITF homodimerization, bead proximity signal; in the data active = inhibition above about 50%;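 note: 0% = vehicle wells with protein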
Target sequence (O75030 whole entry, looked up): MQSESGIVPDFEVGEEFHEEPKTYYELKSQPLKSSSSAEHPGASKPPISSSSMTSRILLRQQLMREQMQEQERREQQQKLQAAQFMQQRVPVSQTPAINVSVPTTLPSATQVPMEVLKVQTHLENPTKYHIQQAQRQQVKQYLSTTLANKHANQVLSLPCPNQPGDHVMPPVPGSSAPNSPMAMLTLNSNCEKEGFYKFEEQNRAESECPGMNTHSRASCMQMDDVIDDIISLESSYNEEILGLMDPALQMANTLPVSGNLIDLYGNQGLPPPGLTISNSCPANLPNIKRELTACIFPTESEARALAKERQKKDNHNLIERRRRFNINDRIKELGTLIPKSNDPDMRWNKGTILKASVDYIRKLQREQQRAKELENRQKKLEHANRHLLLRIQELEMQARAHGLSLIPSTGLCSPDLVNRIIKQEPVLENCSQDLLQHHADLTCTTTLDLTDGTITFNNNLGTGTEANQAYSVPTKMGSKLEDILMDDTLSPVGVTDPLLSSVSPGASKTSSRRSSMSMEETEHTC
Starred values were filed as active, the others as inactive; & = joins results of further samples.

SMILES | GPR151 ag | FBW7 act | TEAD-YAP inh | MITF primary
Cc1ccc(-c2c(C#N)c(SCc3ccc(Cl)c(Cl)c3)nc3c2CCCC3)cc1 | 0.6 | -0.1 | 0 | 3
COc1cc(/C=C2/NC(=O)NC2=O)cc(I)c1OCc1cccc(C(=O)O)c1 | -1.1 | 0.1 | 4 | 20
CCCCC(CC)CNC(=O)C(=O)c1ccccc1NC(C)=O (stereo unspecified) | 0.7 | 0.0 | 6 | -9
COc1cc(N2CCOCC2)ccc1Nc1cc(-c2cnn(C)c2)c(Cl)cn1 | -0.8 | -0.1 | 17 | 9
CNc1nc(OC)cc(OC)n1 | 1.1 | -0.1 | -2 | 4
COc1ccc(N2C(=O)CC(Sc3nccc(C)n3)C2=O)c(OC)c1 (stereo unspecified) | 0.0 | -0.1 | 1 | -10
C=CCc1ccc(OCCNC)c(OC)c1 | 3.2 | -0.1 | 2 | 38
CC(=O)C1(C)CC(C#N)(C#N)C(C#N)=C1N (stereo unspecified) | 1.9 | -0.1 | -3 | -6
CCCCSc1nnc2n(Cc3ccc(OC)cc3)c(=O)c3c(n12)-c1ccccc1CC31CCCCC1 | -0.5 | 0.0 | 3 | -10
COc1ccc(Br)cc1C(=O)Nc1ccc(C(=O)NCC(C)C)cc1 | -0.9 | 0.3 | -9 | 43
O=C(c1c[nH]c2ccccc12)N1CCC2(CC1)OCc1ccccc1O2 | 1.2 | 0.2 | 5 | 6
Cc1ccc2nc(/C(C#N)=C/c3cn(Cc4ccccc4)c4ccccc34)[nH]c2c1 | -1.0 | 0.1 | -5 | 5
CC1CN(CCOCCOc2ccc(Cl)cc2Br)CC(C)O1 (stereo unspecified) | -0.6 | -0.4 | -9 | 30
CCOC(=O)c1c(NC(=O)CSc2nnc(CNC(=O)c3cccc(OC)c3)n2C)sc2c1CCC2 | 1.0 | 0.0 | -8 | 1
Cc1c(C(C)NC(=O)c2ccsc2)cnn1-c1cccc2ccccc12 (stereo unspecified) | -0.3 | 0.0 | 4 | 5
CN1CCN(S(=O)(=O)c2ccc(F)c(F)c2F)CC1 | -1.8 | -0.1 | 0 | -10
COc1ccc(-c2csc(Nc3cc(C)ccn3)n2)cc1 | 0.4 | -0.2 | -71 | -5
Cc1ccc(CC(=O)NCc2ccc(C)n2C)cc1C | 2.7 | 0.0 | 2 | -56
CCOc1ccc(C(=O)Nc2ccc(C#N)cc2)cc1OCC | -0.6 | 0.1 | -9 | -21
COc1ccc(C(=O)NCCCc2ccccc2)cc1 | -0.6 | 0.0 | -56 | 3
CCOC(=O)C1=C(C)N=c2s/c(=C\c3ccccc3OC)c(=O)n2C1c1ccc(OC(C)=O)cc1 (stereo unspecified) | -1.8 | -0.1 | 1 | -6
CC(C)NC(=O)C1C(c2ccccc2)=C1c1ccccc1 | -0.4 | -0.2 | 1 | -12
O=C(CSC1CCCC1)Nc1ccc2cn[nH]c2c1 | -1.8 | 0.2 | -45 | 6
CCOC(=O)c1c(NC(=O)c2ccccc2Cl)sc2c1CCC2 | -0.3 | 0.0 | -4 | 7
O=c1[nH]c2ccc([N+](=O)[O-])cc2[nH]1 | -0.3 | 0.0 | -10 | -7

Record cards, as listed above:
`COc1ccc(Br)cc1C(=O)Nc1ccc(C(=O)NCC(C)C)cc1` in the list: GPR151 ag = -0.9; FBW7 act = 0.3; TEAD-YAP inh = -9; MITF primary = 43
`CNc1nc(OC)cc(OC)n1` in the list: GPR151 ag = 1.1; FBW7 act = -0.1; TEAD-YAP inh = -2; MITF primary = 4
`CC(C)NC(=O)C1C(c2ccccc2)=C1c1ccccc1` in the list: GPR151 ag = -0.4; FBW7 act = -0.2; TEAD-YAP inh = 1; MITF primary = -12

5 records picked at random from those above:
SMILES | GPR151 ag | FBW7 act | TEAD-YAP inh | MITF primary
Cc1ccc(-c2c(C#N)c(SCc3ccc(Cl)c(Cl)c3)nc3c2CCCC3)cc1 | 0.6 | -0.1 | 0 | 3
CCCCSc1nnc2n(Cc3ccc(OC)cc3)c(=O)c3c(n12)-c1ccccc1CC31CCCCC1 | -0.5 | 0.0 | 3 | -10
CCOC(=O)C1=C(C)N=c2s/c(=C\c3ccccc3OC)c(=O)n2C1c1ccc(OC(C)=O)cc1 (stereo unspecified) | -1.8 | -0.1 | 1 | -6
COc1cc(/C=C2/NC(=O)NC2=O)cc(I)c1OCc1cccc(C(=O)O)c1 | -1.1 | 0.1 | 4 | 20
COc1cc(N2CCOCC2)ccc1Nc1cc(-c2cnn(C)c2)c(Cl)cn1 | -0.8 | -0.1 | 17 | 9

Continued.
SMILES | GPR151 ag | FBW7 act | TEAD-YAP inh | MITF primary
O=S(=O)(NCC(c1ccco1)S(=O)(=O)c1cccs1)c1ccc(Cl)cc1 (stereo unspecified) | -0.3 | 0.1 | 6 | 13
COCCCNC(=O)c1ccc2c(c1)N=C(C)c1c(C)ccc(C)c1S2 | -0.1 | 0.2 | 56* | 8
COc1cc(C(=O)N2CCN(C(=O)c3cc(OC)c(OC)c(OC)c3)C(C)C2)cc(OC)c1OC (stereo unspecified) | -1.0 | -0.1 | 0 | -3
O=C(OCC(=O)c1cccs1)c1ccc2c(c1)S(=O)(=O)c1ccccc1C2=O | 0.4 | 0.1 | 12 | 9
CCOc1ccccc1Nc1sc(C(=O)C(C)(C)C)c(N)c1C#N | -1.4 | -0.1 | 4 | -9
COCCNc1ccc([N+](=O)[O-])cc1C(=O)Nc1cccc(C(F)(F)F)c1 | -1.7 | -0.1 | 13 | 10
CC1(C)OC2OC(C(=O)Oc3cccc4ccccc34)C3OC(C)(C)OC3C2O1 (stereo unspecified) | 1.4 | 0.0 | -5 | 2
OCCC1CN(Cc2cccc3nonc23)CCN1Cc1ccsc1 (stereo unspecified) | 1.8 | -0.1 | -8 | 2
CCNC(=O)C(=O)Nc1ccc2c(c1)OCO2 | -1.5 | -0.1 | -26 | -10
CC(=O)Nc1ccc(NS(=O)(=O)c2cc([N+](=O)[O-])ccc2C)cc1 | 2.8 | -0.2 | -7 | -10
COc1cccc(NC(=O)Cn2nnc3c(cnn3-c3ccc(F)cc3)c2=O)c1 | -1.7 | 0.3 | 17 | 15
COc1cc(C(=O)N=c2sc3cc4c(cc3n2C)OCO4)cc(OC)c1OC | 1.5 | 0.2 | 6 | 17
COc1ccc(C(=O)Nc2cccc(NC(C)=O)c2)cc1 | -1.9 | -0.1 | -23 | -2
COc1cccc(C2CC(c3cccc(OC)c3)n3nc(N)nc3N2)c1 (stereo unspecified) | 0.5 | -0.3 | -3 | 6
COC(=O)c1sc(=S)n(-c2cc(Cl)ccc2OC)c1N | 0.7 | 0.1 | 6 | 9
c1ccc(-n2nnc3c(SCc4cccnc4)ncnc32)cc1 | 0.8 | -0.1 | -24 | -8
Clc1nccc(NCc2nc3ccccc3[nH]2)n1 | 0.0 | 0.1 | 12 | 2
CCCCCC(=O)Nc1cccc2ccccc12 | -0.9 | 0.1 | -7 | -13
OC1CCN(Cc2ccc(Cl)cc2)C1 (stereo unspecified) | -0.2 | 0.2 | 18 | 13
COCCC(=O)Nc1ccc2c(c1)CN(C(=O)c1cc3c(s1)CCCCC3)CC2 | -0.3 | 0.2 | -18 | 10
O=C(Nc1ccc(N2CCOCC2)cc1)c1ccc2nc(N3CCOCC3)sc2c1 | -0.5 | -0.2 | -11 | 22
CSc1c(C)c(C#N)c(=O)n(N)c1C | 1.8 | 0.1 | 1 | 4
COC(=O)C1=C(C)NC2=C(C(=O)c3ccccc32)C1c1ccc(-c2ccc(Cl)cc2)o1 (stereo unspecified) | 0.4 | -0.1 | -6 | -2
O=C(Nc1ccc(F)c(F)c1)C1CCN(Cc2nc3ccccc3[nH]2)CC1 | -0.8 | 0.3 | 5 | 2
COc1ccc(-n2cccc2CO)cc1 | 0.4 | -0.6 | -4 | -10

Next section
SMILES | GPR151 ag | FBW7 act | TEAD-YAP inh | MITF primary
CN(C)CCN1C(=O)c2oc3ccc(F)cc3c(=O)c2C1c1ccc(Cl)cc1 (stereo unspecified) | -2.3 | 0.1 | 9 | 11
COC(=O)[C@@H]1CCCN1C(=O)Cc1ccc(N2CCC(NCc3nonc3C)CC2)cc1 | -1.0 | 0.5 | 4 | 19
O=C(CSc1nc2sc3c(c2c(=O)n1-c1ccccc1)CCCC3)Nc1cccc(C(F)(F)F)c1 | -0.9 | -0.1 | 4 | -8
CCOC(=O)C1(CC2CCCCO2)CCN(C(=O)c2ccc3c(c2)OCCO3)CC1 (stereo unspecified) | -0.2 | 0.1 | 1 | 6
CC(=O)c1ccc(N=C2SCCCN2C(=O)/C=C/c2ccco2)cc1 | -0.6 | -0.1 | -14 | 5
COc1ccccc1C(=O)Nc1cccc(N2CCC(NCCc3cscn3)CC2)c1 | 1.4 | -0.1 | 13 | -8
CC1(Cc2ccc3c(c2)OCO3)C(=O)Nc2ccccc21 (stereo unspecified) | 0.0 | -0.3 | 3 | 1
Cc1ccc(-c2csc3nc4c5ccccc5c(N5CCN(CCO)CC5)nn4c(=O)c23)cc1 | 0.2 | 0.3 | 0 | -4
Nc1ccc(S(=O)(=O)C(F)(F)F)cc1 | 2.6 | -0.1 | -2 | 6
Cc1ccc(Cn2c(-c3ccccc3)cccc2=O)cc1 | -1.3 | 0.0 | -2 | 5
Cc1cccc(OCC(O)Cn2c(C)[n+](C)c3ccccc32)c1 (stereo unspecified) | -1.1 | 0.0 | -8 | -15
O=S(=O)(Nc1ccc(O)c(-c2nc3ccccc3s2)c1)c1ccccc1 | -0.8 | 0.3 | 8 | 16
Cc1cc(C(=O)NCCCN2CC(C)CC(C)C2)n(-c2ccccc2)n1 (stereo unspecified) | -0.3 | -0.2 | 1 | 7
COc1cc(Nc2cccc(C(=O)NCc3nc4ccccc4[nH]3)n2)cc(OC)c1OC | 2.7 | -0.1 | -4 | -11
O=C(O)c1cccc2c1-c1ccccc1C2=O | -0.4 | 0.0 | 1 | 0
CC(=O)NC(Cc1ccccc1)C(=O)OCC(=O)c1ccc(F)cc1 (stereo unspecified) | -0.5 | -0.1 | 1 | 3
CCOc1cc(-c2nnc(SCC(=O)Nc3ccccc3CC)nc2-c2ccc(OC)c(OCC)c2)ccc1OC | -0.4 | -0.3 | 10 | -2
CCc1cccc(C)c1NC(=O)COc1ccc(C#N)cc1 | -1.6 | 0.1 | -8 | -26
COc1cc(CN2CCC3(CC2)NC(=O)c2ccccc2O3)cc(OC)c1 | -0.4 | 0.1 | -4 | 2
CCC(C)(C)C(=O)Nc1ccc(N(C)C(C)=O)cc1 | -0.3 | -0.1 | -7 | -4
O=C(CN(c1cc(Cl)ccc1Cl)S(=O)(=O)c1ccccc1)N1CCCC1 | -1.7 | -0.1 | 1 | 2
COc1ccc(OC)c(C2C=C(c3cccnc3)Nc3ncnn32)c1 (stereo unspecified) | -0.6 | 0.0 | 22 | -4
CCCCNC(=O)Cn1c(=S)[nH]c2c([nH]c3ccc(OC)cc32)c1=O | 3.2 | 0.0 | -4 | 8
CCOC(=O)C1CCN(C(=S)NC23CC4CC(CC(C4)C2)C3)CC1 | 0.7&-0.4 | 0.1&0.8 | 5&8 | -10&17
COC(=O)C1=C(C)NC(=O)NC1c1cccc(OC)c1 (stereo unspecified) | 4.2 | 0.2 | -9 | -13

More structures:
SMILES | GPR151 ag | FBW7 act | TEAD-YAP inh | MITF primary
Nc1nc(SCC(=O)c2ccccc2)nc2sc3c(c12)CCN(Cc1ccccc1)C3 | -0.3 | -0.3 | -11 | 4
Cc1cc(NC(=O)C(C)N2CCC(N3CCCCC3)CC2)no1 (stereo unspecified) | -0.2 | 0.0 | 4 | 30
CCC(=O)Nc1ccccc1C(=O)OCC(=O)c1ccc([N+](=O)[O-])cc1 | 0.0 | -0.4 | -4 | 3
O=C(C1Sc2nnc(-c3ccccc3)n2NC1c1ccc(Cl)cc1)N1CCOCC1 (stereo unspecified) | -0.2 | -0.1 | 0 | -5
O=C(Nc1cccc(C(F)(F)F)c1)C1CC(c2ccccc2O)=NO1 (stereo unspecified) | 0.5 | -0.2 | -1 | -1
CCCOc1ccc(/C=C/C(=O)Nc2ccc([N+](=O)[O-])cc2)cc1 | 1.9 | -0.1 | -1 | -21
CC(C(=O)OCc1nc2ccc(Cl)cc2n1CCO)N1C(=O)c2ccccc2C1=O (stereo unspecified) | -0.4 | 0.1 | 0 | 2
N#C/C(=C\c1ccc(N2CCOCC2)o1)c1ccc(Br)cc1 | -1.6 | 0.0 | -20 | -9
CCOC(=O)C1=C(C)N(c2ccc(C)c(C)c2)C(=O)/C1=C\c1ccc(C(C)C)cc1 | 2.3 | -0.1 | 9 | 7
O=P(O)(O)C(O)(Cn1ccnc1)P(=O)(O)O | 3.2 | -0.2 | 12 | 7
COC(=O)C1=C(C)N(CC(C)C)C(=O)/C1=C\c1ccc(N(C)C)cc1 | 3.7 | 0.1 | -4 | 13
NCC(=O)Nc1ccccc1C(F)(F)F | 1.4 | -0.2 | -6 | 0
Cn1c2ccccc2c2cc(C(=O)NN)sc21 | 1.6 | 0.1 | 7 | -2
Cc1ccc(S(=O)(=O)NC(CC(=O)NCCN2CCOCC2)c2ccco2)cc1 (stereo unspecified) | 0.0 | 0.5 | -3 | 16
Cc1ccc(C(=O)N2CCN3C(=O)[C@H](Cc4ccccc4)N(C)C(=O)[C@H]3C2)cc1 | 0.0 | -0.2 | -4 | 4
Cc1ccccc1C(=O)Nc1cccc(F)c1 | -0.8 | -0.1 | -40 | 2
CC(=O)Nc1sc(C)c(C)c1C(=O)OC(C)C | -0.7 | -0.2 | 10 | 9
CCOC(=O)/C=C1\SCC(=O)N1CC(=O)Nc1sccc1C(N)=O | 0.2 | -0.1 | 2 | -3
O=C(CSc1nnc(CSc2ncccn2)n1-c1ccccc1)NO | 1.3 | -0.4 | -18 | -11
